Screens from PubChem BioAssay.
OXTR ag: human OXTR agonists, primary screen, fluorescence, CHO-OTR cells, Fluo-8 calcium; Oxytocin receptor (Homo sapiens), P30559; 320,000 compounds, 0.32% hits; activation, % at 3 µM; Fluo-8 calcium fluorescence; normalized: DMSO 0%, oxytocin 100%;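 active = activation above the mean of all tested compounds plus 3 SD, cutoff set per screening run, cut at about 20% in these data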;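 note: peak over basal fluorescence ratio from a 100 s FLIPR kinetic read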
MEKK2 mut-MEK5: MEK5 binding signal on mutant MEKK2 PB1, primary screen, biochemical, multiplex bead flow cytometry, Alexa488-MEK5 | percent response, % at 10 µM | 290,000 compounds, 0.35% hits | Alexa488-MEK5 binding to MEKK2 mutant; in the data active = percent response above about 24%, passing the limit was not always enough; note: inactives centre near 1; some results filed as inactive read as strong as hits; reference of the scale not given here
MEKK3 PB1 HTS: modulators of MEKK3-MEK5 PB1 binding, primary screen, biochemical, wildtype MEKK3, multiplex bead flow cytometry, Alexa488-MEK5. binding response (% of control), % at 10 µM. 290,000 compounds, 1.4% hits. bead-based flow cytometry, Alexa488-MEK5 binding to MEKK3; actives lie on both sides; 0 = blocked by unlabeled MEK5, 100 = vehicle. AID 1529, 2009;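 active = binding response more than 3 SD above or below the average of its plate-row segment, actives on both sides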;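 note: Alexa488 bead fluorescence after subtracting the streptavidin-only scavenger bead signal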
Target sequence (Q99759 whole entry, looked up): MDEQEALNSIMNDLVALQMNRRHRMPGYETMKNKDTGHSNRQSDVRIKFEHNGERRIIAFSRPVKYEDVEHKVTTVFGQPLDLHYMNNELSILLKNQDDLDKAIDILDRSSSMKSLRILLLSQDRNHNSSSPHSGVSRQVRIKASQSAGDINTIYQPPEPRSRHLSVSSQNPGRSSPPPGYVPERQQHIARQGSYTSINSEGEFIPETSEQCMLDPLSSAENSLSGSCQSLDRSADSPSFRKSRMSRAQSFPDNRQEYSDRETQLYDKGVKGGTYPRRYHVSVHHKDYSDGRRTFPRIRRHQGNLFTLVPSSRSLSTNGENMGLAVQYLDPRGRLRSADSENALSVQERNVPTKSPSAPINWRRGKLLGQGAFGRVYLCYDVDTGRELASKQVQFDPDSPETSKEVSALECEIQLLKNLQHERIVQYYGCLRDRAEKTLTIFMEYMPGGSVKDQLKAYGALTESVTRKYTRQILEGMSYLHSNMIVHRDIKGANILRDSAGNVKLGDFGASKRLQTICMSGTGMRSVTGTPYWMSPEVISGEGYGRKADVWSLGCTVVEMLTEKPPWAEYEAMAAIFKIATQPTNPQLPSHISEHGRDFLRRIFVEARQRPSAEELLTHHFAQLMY
NALP1 yeast inh: NALP1 inflammasome inhibitors in reconstituted yeast, colorimetric, S. cerevisiae, triplicate retest; S. cerevisiae NALP1/ASC/caspase-1 growth, X-gal OD620, 72 h; 280,000 compounds, 0.61% hits; inhibition, % at 10 µM; in the data active = inhibition mostly above about 24%, no sharp cut-off; inactive = mostly below about 32%; note: some compounds called inactive have numbers as strong as hits
V1aR counter: agonists of human V1a receptor, primary screen, counter-screen for OXTR agonist project, fluorescence, CHO-V1R cells. Vasopressin V1a receptor (Homo sapiens), P37288. Fluo-8 calcium fluorescence, agonist mode; 0% DMSO, 100% 3 nM vasopressin. activation, % at 3 µM. 320,000 compounds, 0.25% hits. AID 2797, 2010;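 active = activation above the mean activation of all tested compounds plus 3 SD, per screening run, cut at about 20% in these data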;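 note: signal is peak over basal fluorescence ratio across a 100 second FLIPR read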
GalR3 antagonist: GalR3 antagonists in HEK293 cells, primary screen, cell-based, fluorescence readout; Galanin receptor type 3 (Homo sapiens), O60755; HEK293 GalR3-CNG cAMP membrane potential fluorescence; galR3 body fused to GalR1 C-terminus; inhibition, % at 3 µM; 360,000 compounds, 0.44% hits; AID 651719, 2012;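 active = inhibition above the screen-wide average plus 3 SD, cut at about 13% in these data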;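 note: forskolin and galanin both at EC90 stimulate the cells; cAMP rise reported by CNG channel membrane potential dye signal; 0% = forskolin plus galanin with DMSO and 100% = forskolin alone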
MEKK2 WT-MEK5: modulators of MEK5 binding to wildtype MEKK2, primary screen, biochemical, multiplex bead flow cytometry, Alexa488-MEK5; Alexa488-MEK5 binding to MEKK2 WT; actives lie on both sides; binding response (% of control), % at 10 µM; Mitogen-activated protein kinase kinase kinase 2 (Homo sapiens), Q9Y2U5; AID 1531, 2009; 290,000 compounds, 1.1% hits; in the data active = binding response below about 67% or above about 130%
GPR7 antag: GPR7 receptor antagonists, primary screen, cell-based, fluorescence, single concentration. Neuropeptides B/W receptor type 1 (Homo sapiens), P48145. 290,000 compounds, 1.1% hits. GPR7-expressing cells, fluorescence antagonist assay. inhibition, % at 4.4 µM; in the data active = inhibition above about 16%, passing the limit was not always enough;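 note: cells stimulated with the agonist NPW; 0% = agonist with vehicle and 100% = vehicle without agonist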
Target sequence (P48145 whole entry, looked up): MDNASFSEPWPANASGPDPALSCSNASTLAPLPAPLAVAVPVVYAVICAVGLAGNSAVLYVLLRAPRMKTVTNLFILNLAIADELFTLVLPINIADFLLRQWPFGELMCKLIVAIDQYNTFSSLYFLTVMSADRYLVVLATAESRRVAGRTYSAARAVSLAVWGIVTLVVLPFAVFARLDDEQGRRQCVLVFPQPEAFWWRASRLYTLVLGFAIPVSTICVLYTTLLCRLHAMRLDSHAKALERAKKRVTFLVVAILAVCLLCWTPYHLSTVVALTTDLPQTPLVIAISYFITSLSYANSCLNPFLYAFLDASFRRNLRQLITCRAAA
PHOSPHO1 inh: PubChem AID 1565; recombinant PHOSPHO1, absorbance phosphatase assay; inhibition, % at 13.3 µM; 290,000 compounds, 1.1% hits; in the data active = inhibition above about 60%
An asterisk follows results filed as active; i = inactive; . = no result given; [ ] = remark or other dose.

SMILES	OXTR ag	MEKK2 mut-MEK5	MEKK3 PB1 HTS	NALP1 yeast inh	V1aR counter	GalR3 antagonist	MEKK2 WT-MEK5	GPR7 antag	PHOSPHO1 inh
CC(C)Nc1nc(-c2cccnc2)nc(-c2ccccc2)c1C#N	-1.8	5	104	5	-1.0	-7	106	-17	37
CC(C(=O)N=c1sc2ccccc2n1C)N1C(=O)C2CC=CCC2C1=O (configuration not stated)	-1.6	-4	100	8	-1.1	4	100	-4	23
CCN1C(=O)/C(=C2/Sc3ccc(OC)cc3N2C)SC1=Nc1ccc(OC)cc1	-1.1	-1	99	24	-0.4	0	103	-9	-33
CCc1nnc(NC(=O)CSc2ccc(-c3ccccc3OC)nn2)s1	-1.1	-3	67*[inhibitor]	6	-0.3	2	83	0	-74
O=C(N/N=C/c1ccco1)c1ccc(NC(=O)c2ccc(Cl)cc2)cc1	-0.1	0	101	12	-0.1	-6	98	5	24
CC(=O)N(Cc1nc2sc(C)c(C)c2c(=O)[nH]1)C1CCCC1	3.6	-9	94	-1	1.6	-1	83	-6	45
CNC(=O)C(NC(=O)c1ccccc1)=C(C)C	-1.1	-17	82	i	-1.1	0	85	-6	12
CC(C)CCNC(=O)C(c1ccncc1)N(Cc1cccs1)C(=O)Cn1nnc(-c2ccc(F)cc2)n1 (configuration not stated)	-1.3	3	93	15	-0.5	-3	105	-9	-3
Cn1cc(CN2CCCC(CO)(Cc3ccccc3)C2)cn1 (configuration not stated)	-1.2	-12	100	13	-0.3	-6	91	-4	32
O=C(COc1ccc(F)cc1)OCCN1CCOCC1	-0.2	12	80	0	0.3	-2	99	-3	22
OCC[C@@H]1C[C@H](O)[C@@H](O)[C@@]2(Cc3ccccc3CO2)O1	0.8	-6	100	25	0.6	-4	97	1	5
O=C(c1ccc(F)cc1F)N1CCN(c2n[nH]c(=O)[nH]c2=O)CC1	0.9	-1	98	2	3.8	-1	100	-13	7
CC(=O)Nc1ccc(-c2csc(Nc3ccccn3)n2)cc1	-1.7	-1	106	.	2.7	-4	106	2	22
CCN1CCN(C(=O)CN(c2cccc(Br)c2)S(=O)(=O)c2ccccc2)CC1	0.9	-2	91	26	1.2	-5	99	0	-27
Cn1nnnc1Sc1ncnc2scc(-c3ccccc3)c12	-1.7	0	108	0	-0.2	2	108	-13	-22
O=C(N/N=C1\CCCc2ccccc21)c1ccccc1[N+](=O)[O-]	0.8	2	106	-70	1.9	0	96	-2	14
CCOc1ccc(CN(C)CC(=O)NCc2ccccc2)cc1	-0.4	-16	70	21	-0.1	-5	76	6	33
O=C1c2ccccc2C(=O)N1c1ccc(-c2nc3ccccc3o2)cc1	.	2	104	7	.	.	104	-6	16
COc1cc(C(=O)N(CCc2ccccc2)C2=CC3CCC(C2)N3C)cc(OC)c1OC (configuration not stated)	-1.4	5	81	-10	1.1	1	96	-14	9
CC(C)CC(=O)Nc1ccc([N+](=O)[O-])cc1Cl	-0.1	-6	98	12	-1.1	-3	86	-6	33
Nn1c(SCC(=O)Nc2ccc3c(c2)OCCO3)nnc(CCC(=O)O)c1=O	-0.4	1	105	2	2.1	5	110	-12	18
Cc1ccc(S(=O)(=O)/N=C(/c2ccc(F)cc2)N(C)C)cc1	1.3	-7	96	31	0.6	-5	95	-6	33
Cc1ccc(C)c(NC(=S)NCc2cccn2C)c1	-0.6	.	.	-3	0.0	.	.	-1	-24
Cc1ccccc1NC(=O)Cn1nnc(-c2ccc(N3CCOCC3)cc2)n1	1.6	-1	100	-14	1.4	-3	105	4	24
COc1ccccc1CC(NC(C)=O)C(=O)NC1CCN(S(=O)(=O)c2ccc(NC(C)=O)cc2)CC1 (configuration not stated)	0.1	-1	99	-3	1.3	-5	96	-4	28

MEKK3 PB1 HTS, what is marked active above.
SMILES | MEKK2 mut-MEK5 | MEKK3 PB1 HTS | NALP1 yeast inh | GalR3 antagonist | MEKK2 WT-MEK5 | GPR7 antag | PHOSPHO1 inh
CCc1nnc(NC(=O)CSc2ccc(-c3ccccc3OC)nn2)s1 | -3 | 67*[inhibitor] | 6 | 2 | 83 | 0 | -74

Fetched one by one from above:
SMILES	OXTR ag	MEKK2 mut-MEK5	MEKK3 PB1 HTS	NALP1 yeast inh	V1aR counter	GalR3 antagonist	MEKK2 WT-MEK5	GPR7 antag	PHOSPHO1 inh
O=C(N/N=C1\CCCc2ccccc21)c1ccccc1[N+](=O)[O-]	0.8	2	106	-70	1.9	0	96	-2	14
O=C(COc1ccc(F)cc1)OCCN1CCOCC1	-0.2	12	80	0	0.3	-2	99	-3	22

The list continues:
SMILES	OXTR ag	MEKK2 mut-MEK5	MEKK3 PB1 HTS	NALP1 yeast inh	V1aR counter	GalR3 antagonist	MEKK2 WT-MEK5	GPR7 antag	PHOSPHO1 inh
O=C1c2ccccc2C(=O)N1Cc1nc2ccccc2c(=O)n1Cc1ccco1	-0.2	2	101	0	-0.5	.	101	.	-13
O=C(O)Cn1nc(-c2ccccc2)oc1=O	0.2	-11	70	57	0.4	3	85	-10	26
C=CCn1c(=O)c2ccccc2n2c(SCc3cc(=O)n4ccsc4n3)nnc12	-0.7	10	102	0	-0.2	-1	104	15	12
CC(=O)Nc1cc2nc(C)n(Cc3ccccc3)c2nc1C	-0.2	3	102	11	-0.2	-6	101	6	18
Cc1c(C(=O)/C=C/N(C)C)nnn1-c1ccc(Cl)cc1C#N	0.8	2	101	0	0.5	-2	102	-9	-5
O=C(c1coc(=O)c2ccccc12)N1CCN(Cc2ccccc2)CC1	0.4	.	.	1	1.0	-5	.	-11	-18
CSCC[C@H](NC(=O)NCc1ccccc1F)C(=O)O	0.3	14	106	-2	1.3	-3	108	6	33
Cc1cccc(NC(=O)CN2C(=O)CNC2=O)c1	3.9	.	.	8	0.7	-3	.	-10	6
COc1cccc(/C=N/NC(=O)C(=O)NCc2cccnc2)c1O	-1.8	-1	108	7	-1.2	-12	101	-6	-12
CCC(=O)Nc1cc(C(F)(F)F)ccc1N1CCCC1	-0.3	4	102	9	-0.2	-1	103	-8	-8
CN1CCN(NC(=O)c2ccc(Cl)c(S(=O)(=O)Nc3ccc(Cl)cc3)c2)CC1	0.7	-17	98	12	1.4	-10	99	5	-20
COc1ccc(CN2C(=O)CCC(C(=O)O)C2c2ccccc2)cc1 (configuration not stated)	1.8	-3	111	13	1.9	-4	107	-4	16
CN(CC(=O)Nc1ccccc1[N+](=O)[O-])Cc1ccc(Br)cc1	-2.5	3	102	10	0.0	-5	101	-7	0
COc1cc(/C=C2\SC(N)=NC2=O)ccc1OCC(=O)Nc1ccc(C)cc1	0.1	12	97	9	-0.4	3	99	-3	-1
COc1ccc2c(c1)C(=O)C(=O)N2	0.9	2	109	2	0.9	-3	99	-3	-52
CCn1cc(C(=O)OCC(=O)c2ccc(Cl)cc2)c(=O)c2ccc(C)nc21	-1.7	-10	97	17	-0.1	-1	81	-12	-22
Cc1ccc(CCNC(=O)CN2C(=O)COc3ccc(S(=O)(=O)N4CCCCC4)cc32)cc1	-1.7	-2	97	8	-1.3	-5	96	-22	1
O=C(Nc1ccc(Oc2ccccc2)nc1)C1CCCCN1Cc1ccco1 (configuration not stated)	-0.6	4	104	14	0.6	-1	107	6	33
O=C(CSc1nc(-c2ccccc2)c(-c2ccccc2)[nH]1)N1CCN(S(=O)(=O)c2ccccc2)CC1	0.1	1	102	23	-0.4	-5	93	-9	19
CCC(C)NS(=O)(=O)c1ccc(S(=O)(=O)N(CCc2ccc(OC)c(OC)c2)Cc2cccs2)cc1 (configuration not stated)	-0.4	-1	147*	21	0.8	26*	107	19	-8
O=C1c2ccccc2N(Cc2ccc(Cl)cc2)C2=NCCN12	0.5	-4	87	27	0.5	-3	92	-9	-19
CCOc1ccccc1N1CCN(CC(=O)N(CC(C)C)c2c(N)n(CC(C)C)c(=O)[nH]c2=O)CC1	0.6	5	98	9	0.9	-4	99	-3	8
C=CCOC(=O)C1=C[C@H](c2coc3ccccc3c2=O)C[C@H](OCCCCO)O1	-0.2	-2	95	.	0.8	-7	96	.	.
Cc1nnc(SCC(=O)Nc2cc(S(C)(=O)=O)ccc2Cl)n1Cc1ccccc1	0.7	-1	96	-1	2.0	-5	94	-6	32
CCCCC1(C(=O)OCC)CC(CSC(=N)N)OC1=O (configuration not stated)	0.6	-3	100	2	0.5	-5	102	-5	41

Some of the entries above in a different format:
compound,OXTR ag,MEKK2 mut-MEK5,MEKK3 PB1 HTS,NALP1 yeast inh,V1aR counter,GalR3 antagonist,MEKK2 WT-MEK5,GPR7 antag,PHOSPHO1 inh
O=C1c2ccccc2N(Cc2ccc(Cl)cc2)C2=NCCN12,0.5,-4,87,27,0.5,-3,92,-9,-19
CCOc1ccccc1N1CCN(CC(=O)N(CC(C)C)c2c(N)n(CC(C)C)c(=O)[nH]c2=O)CC1,0.6,5,98,9,0.9,-4,99,-3,8
C=CCOC(=O)C1=C[C@H](c2coc3ccccc3c2=O)C[C@H](OCCCCO)O1,-0.2,-2,95,.,0.8,-7,96,.,.
Cc1nnc(SCC(=O)Nc2cc(S(C)(=O)=O)ccc2Cl)n1Cc1ccccc1,0.7,-1,96,-1,2.0,-5,94,-6,32

Remaining list, next part
SMILES	OXTR ag	MEKK2 mut-MEK5	MEKK3 PB1 HTS	NALP1 yeast inh	V1aR counter	GalR3 antagonist	MEKK2 WT-MEK5	GPR7 antag	PHOSPHO1 inh
CCc1ccc2nc(N(CCN(C)C)C(=O)c3ccc4ccccc4c3)sc2c1	1.3	23	105	25	0.8	.	133	2	30
CC/C(=N\O)c1c(O)c2c(n(-c3ccccc3)c1=O)CCCC2	-2.4	-1	94	15	0.7	11	96	-13	-7
CCCNC(=O)c1cc(SC)ccc1Cl	-0.7	.	.	1	-0.1	-2	.	-8	-1
CCc1nnc(NC(=O)CSc2nnc(Cc3ccccc3)o2)s1	2.8	-10	94	5	2.2	2	99	7	-64
Clc1ccc(C2CC(c3ccco3)n3ncnc3N2)cc1Cl (configuration not stated)	2.7	1	100	-21	4.7	4	98	-2	-13
Cc1ccc2nc(SCC(=O)Nc3cc(C(F)(F)F)ccc3N3CCOCC3)[nH]c2c1	-1.6	-2	97	0	0.3	-1	94	-11	9
O=C(/C=C/c1cccs1)Nc1ccc([N+](=O)[O-])cc1	0.9	2	105	10	2.7	-1	106	5	-3

Six compounds already listed, ordered by their value in MEKK2 WT-MEK5, highest first.
Compound	MEKK2 mut-MEK5	MEKK3 PB1 HTS	NALP1 yeast inh	GalR3 antagonist	MEKK2 WT-MEK5	GPR7 antag	PHOSPHO1 inh
Nn1c(SCC(=O)Nc2ccc3c(c2)OCCO3)nnc(CCC(=O)O)c1=O	1	105	2	5	110	-12	18
CSCC[C@H](NC(=O)NCc1ccccc1F)C(=O)O	14	106	-2	-3	108	6	33
O=C(c1ccc(F)cc1F)N1CCN(c2n[nH]c(=O)[nH]c2=O)CC1	-1	98	2	-1	100	-13	7
CN1CCN(NC(=O)c2ccc(Cl)c(S(=O)(=O)Nc3ccc(Cl)cc3)c2)CC1	-17	98	12	-10	99	5	-20
Cc1ccc(S(=O)(=O)/N=C(/c2ccc(F)cc2)N(C)C)cc1	-7	96	31	-5	95	-6	33
CC(=O)N(Cc1nc2sc(C)c(C)c2c(=O)[nH]1)C1CCCC1	-9	94	-1	-1	83	-6	45
